RT RNaseH block: HIV-1 RT RNase H inhibitors, primary screen, biochemical, fluorescence; Gag-Pol polyprotein (Human immunodeficiency virus type 1 group M subtype B (isolate …; RT-RNase H RNA/DNA duplex cleavage; 65,000 compounds, 1.9% hits; inhibition, % at 10 µM; in the data active = inhibition above about 50%
RmlC RmlD mix: RmlC and RmlD coupled enzyme inhibitors, primary screen, biochemical, 384-well, compound mixtures, retest; RmlC/RmlD coupled enzyme inhibition, 384-well mixture HTS; inhibition, % at 5.5 µM; 110,000 compounds, 0.39% hits; AID 1532, 2009; in the data active = inhibition above about 30%, passing the limit was not always enough; inconclusive = no clear call, values can overlap the other calls; also: strong numbers were not always called active
Starred values were filed as active, the others as inactive; ? = inconclusive; nt = no result given; & = joins results of further samples. Not all compounds are listed; count on the stated rates, not on these rows.

Structure | RT RNaseH block | RmlC RmlD mix
COc1ccc2[nH]c(C)c(C(=O)CN3CCc4cc(OC)c(OC)cc4C3)c2c1 | 6.5 | nt
O=C(C1CC(=O)N(c2ccccc2)C1)N1CCN(C2=NS(=O)(=O)c3ccccc32)CC1 (stereo unspecified) | 27.9 | -12.3
O=C(/C=C/c1cccs1)N1CCC2(CC1)Oc1ccc(Cl)cc1C(=O)C21CC(c2ccc(Cl)cc2)=NO1 (stereo unspecified) | nt | 4.0
c1ccc(-n2ncc3c(NCc4cccs4)ncnc32)cc1 | -6.2 | 12.3
CCOc1cc(C2C(C(=O)OC)=C(C)N=C3SC(C)C(=O)N32)ccc1OC(C)=O (stereo unspecified) | -9.2 | -12.7
CCOc1nc2ccccc2nc1NS(=O)(=O)c1ccccc1 | -6.0 | 8.2
COC(=O)c1ccccc1NC(=O)CSc1nnnn1-c1ccc(C)cc1C | -25.8 | -5.5
COc1ccccc1-c1c(C)oc2cc(OC(=O)c3ccco3)ccc2c1=O | -4.0 | 32.0*
N#Cc1c(N)[nH]c(=S)c(C#N)c1-c1ccccc1 | 82.2* | 3.8
COCCn1c(=S)[nH]c2cc(C(=O)N3CCc4ccccc43)ccc2c1=O | -0.8 | 8.1
COc1ccc(-c2[nH]ncc2-c2ccc(Cl)cc2)c(O)c1 | -19.7 | -5.1
O=C1C2CC=CCC2C(=O)N1c1cccc(OS(=O)(=O)c2ccc3ccccc3c2)c1 (stereo unspecified) | nt | -12.3
c1ccc(N2CCN(CCc3nnc4n3CCCCC4)CC2)cc1 | -2.6 | -19.9
O=C(NCc1nc2ccccc2[nH]1)C1=C[C@H](C2CC2)C[C@H](OCc2ccc(CO)cc2)O1 | nt | -5.8
CCOC(=O)CCCCCNC(=O)c1ccc(F)cc1F | nt | -13.2
COC(=O)C1=C(C(=O)OC)[C@@H]2N(Cc3ccccc3)c3ccccc3[C@@]23C[C@@H](C(=O)OC)N(C(=O)c2cc(C)oc2C)C3=N1 | nt | -5.4
N#Cc1ccc(CSc2nnc(-c3cnccn3)o2)cc1 | -3.5 | 0.5
Cc1ccc2nc(N3CCN(Cc4nnnn4C4CCCC4)CC3)c(C#N)cc2c1 | nt | -15.1
NNC(=O)CN1C(=O)Nc2ccc(Br)cc2C1c1ccccc1 (stereo unspecified) | nt | -7.8
CN(C)c1ccc(N=Cc2nc(-c3ccccc3)oc2O)cc1 | 11.0 | -4.6
Cc1cccc(NC(=O)CSc2ncnc3nc[nH]c23)c1C | nt | -8.7
COC(=O)c1ccccc1NC(=O)N1CCCC1 | -12.7 | -29.5
O=C(NC1CCCc2ccccc21)c1ccc(CNc2c(N3CCOCC3)c(=O)c2=O)cc1 (stereo unspecified) | -0.9 | 10.4
Cc1nn(Cc2ccccc2Cl)c(C)c1NC(=O)c1noc2c1CCCCC2 | -6.3 | -5.5
N#Cc1ccccc1CSc1nc(O)cc(=O)[nH]1 | -17.8 | -8.4
COCCCN1C(=O)C(O)=C(C(=O)c2ccco2)C1c1ccccc1 (stereo unspecified) | -7.4 | -1.6
CC(=O)Nn1cc2c(=O)n(C)c(=O)n(C)c2c1 | -0.3 | -16.6
Nc1nonc1C(=Nc1ccc(Br)cc1)NO | nt | 5.8
CC1CC2(CCCCC2)Nc2c1ccc1ccccc21 (stereo unspecified) | nt | 8.0
CCOC(=O)C(Cc1ccccc1)NC(=O)CCc1c(C)nc2ncnn2c1C (stereo unspecified) | -0.9 | ?
O=C(O)CNS(=O)(=O)c1ccc(F)cc1 | -3.0 | 0.2
CC(C)=CC(=O)OCC(=O)Nc1ccccc1Cl | -97.8 | 6.9
COc1cccc(C2CC(c3cccc(Br)c3)n3ncnc3N2)c1 (stereo unspecified) | -10.3 | -5.4
COc1ccc(N2CCN(C(=O)c3cccc(N4C(=O)C5CC=CC(C)C5C4=O)c3)CC2)cc1 (stereo unspecified) | 24.3 | nt
CCn1c(SCC(=O)Nc2ccc3c(c2)c2ccccc2n3CC)nnc1-c1ccco1 | 100.2* | nt
O=C(CSc1nc2ccc(Cl)cc2o1)NCc1ccc2c(c1)OCO2 | nt | -11.3
Cc1ccc(C(=O)C(OC(=O)CNS(=O)(=O)c2ccccc2)c2ccccc2)cc1 (stereo unspecified) | nt | ?
CC(C)n1c(SCC(N)=O)nc2c1c(=O)n(C)c(=O)n2C | -9.4 | -3.1
CCCN1C2CCCC1CC(NC(=O)Nc1ccc(C(C)C)cc1)C2 (stereo unspecified) | nt | 0.1
CCCCn1nc2cc(C(=O)NCC34CC5CC(CC(C5)C3)C4)ccc2c1OCC | nt | -69.7
CC(Oc1ccc(C(=O)NCCc2ccccc2)cc1)C(=O)O (stereo unspecified) | nt | 1.9
Cc1ccc2c(c1)c1nc3ccccc3nc1n2CCN1CCOCC1 | -21.0 | -10.1
O=C(O)CCc1ccc(NCc2cccc(Oc3ccccc3)c2)cc1 | nt | 3.2
CC(C)Oc1cccc(NC(=O)c2cccn(Cc3ccc4c(c3)OC(F)(F)O4)c2=O)c1 | nt | -12.3
O=C(Cn1cnc2c(cnn2-c2ccc(Cl)cc2)c1=O)NCC1CCCO1 (stereo unspecified) | -7.8 | 4.2
Cc1cc(C)c([N+](=O)[O-])cc1-c1ccc(/C=N/c2c(-c3ccco3)nc3ccccn23)o1 | nt | 8.4
CSc1nc(C)c2c(c1C#N)CCCC2 | -19.3 | -7.7
CNC(=O)c1[nH]cnc1C(=O)Nc1ccc(C)cc1 | nt | 9.0
Cc1ccc(O)c(C(=O)c2cnn(-c3ccccc3)c2)c1 | nt | 5.0
COCc1cc(Sc2ccc(Cl)cc2Cl)nc(-c2ccccc2)n1 | nt | -10.6

Later entries.
Structure | RT RNaseH block | RmlC RmlD mix
CCn1cc(C(=O)NCCCOC(C)C)c2cc(OC)c(OC)cc2c1=O | -4.1 | -15.8
CN1CCN(C(=O)c2ccc3c(c2)NC(=O)C(C)(C)O3)CC1 | -11.8 | 4.1
Cc1ccc(CS(=O)(=O)Cc2ccc(C(=O)NCCCN3CCOCC3)o2)cc1 | -18.1 | -11.4
CCOc1cc(/C=N/Nc2nc(N3CCCC3)nc(N3CCCC3)n2)ccc1O | nt | 24.3
Cc1cc(NC(=O)CN2C(=O)NC(C)(c3ccc(OC(F)F)cc3)C2=O)no1 (stereo unspecified) | nt | -10.9
CCC(c1nnnn1C1CCCC1)N(Cc1cccs1)Cc1cc2cc(C)ccc2[nH]c1=O (stereo unspecified) | 9.4 | -28.5
Cn1nc(-c2ccc(OCC(=O)Nc3ccccc3)cc2)c2ccccc2c1=O | nt | 9.1
CC(NC(C)(C)C)C(=O)c1cccc(Cl)c1 (stereo unspecified) | -13.4 | -9.6&-12.1
CCOC(=O)CSc1nc2ccccc2c(=O)n1CCC(=O)NCCc1ccc(OC)c(OC)c1 | nt | -1.0
COc1ccc(/C=C/C(=O)Nc2sc3c(c2C(=O)NCc2cccnc2)CCCC3)cc1 | nt | -13.1

Arranged by formula weight (highest first): four of the compounds above.
Structure | RT RNaseH block | RmlC RmlD mix
CCOc1cc(/C=N/Nc2nc(N3CCCC3)nc(N3CCCC3)n2)ccc1O | nt | 24.3
Cn1nc(-c2ccc(OCC(=O)Nc3ccccc3)cc2)c2ccccc2c1=O | nt | 9.1
CN1CCN(C(=O)c2ccc3c(c2)NC(=O)C(C)(C)O3)CC1 | -11.8 | 4.1
CC(NC(C)(C)C)C(=O)c1cccc(Cl)c1 (stereo unspecified) | -13.4 | -9.6&-12.1

(next part)
Structure | RT RNaseH block | RmlC RmlD mix
Cc1sc(NC(=S)NC(=O)c2cccs2)nc1-c1ccc(C(C)C)cc1 | nt | -6.4
Cn1cc(CNC(=O)COc2ccc(Cl)cc2Cl)cn1 | -7.8 | -16.8
CCOc1ccc(NC(=O)CS(=O)(=O)c2cn(CC)c3ccccc23)cc1 | nt | -2.0
O=C(C1CC1)N1CCc2cc(S(=O)(=O)N3CCCc4ccccc43)ccc21 | -10.2 | -0.7
O=C(C1CCN(c2nnc(-n3cccc3)s2)CC1)N1CCc2ccccc2C1 | -2.8 | -9.2
O[C@@H]1C2CCCC1[C@]1(O)CCCCC1C2 (stereo partly specified) | -6.2 | -9.0
Cc1oc2cc(O)cc(C)c2c(=O)c1-c1cnn(-c2ccccc2)c1 | 2.0 | 11.9
Cn1c(Cn2c(=O)sc3ccccc32)nnc1SCC(=O)Nc1ccc(Cl)cc1 | -8.9 | -9.4
COc1ccc(-n2c(SCC(=O)N3CCCCC3C)nnc2-c2cccnc2)cc1 (stereo unspecified) | 1.8 | -12.1
Clc1ccc(C2CC(c3cccs3)n3ncnc3N2)c(Cl)c1 (stereo unspecified) | -23.3 | nt
Cc1sc2ncnc(SCC(=O)N3CCN(C(=O)c4ccco4)CC3)c2c1C | -8.8 | 1.0
Cc1cccc(NC(=O)c2c(O)c3cccc4c3n(c2=O)CCC4)n1 | -19.1 | nt
O=C(O)COc1ccc(S(=O)(=O)c2ccc(OCC(=O)O)cc2)cc1 | -10.5 | nt
C=CCNC(=O)c1onc(CSc2ccccn2)c1C(=O)NCC=C | nt | -7.1
Cc1nc2c(c(=O)n1CC1CCCO1)c1nc3ccccc3nc1n2CC(C)C (stereo unspecified) | 1.2 | nt
O=C(COc1ccc(N2CC(C(=O)O)CC2=O)cc1)Nc1cccc(C(F)(F)F)c1 (stereo unspecified) | -2.2 | 5.6
CC1CC(C)(C)Nc2ccc(OC(=O)c3ccco3)cc21 (stereo unspecified) | 29.0 | 29.8
CC1(C(=O)Nc2nnc(C(C)(C)C)s2)Cc2ccccc2C(=O)O1 (stereo unspecified) | nt | 6.3
COC(=O)c1ccc(NC(=O)C23CC4CC(C2)CC(n2cnc(Cl)n2)(C4)C3)cc1 | nt | 0.0
CCOC(=O)Cc1csc(NC(=O)CS(=O)(=O)Cc2ccccc2)n1 | -3.1 | -16.0
C=CCOC(=O)C(C#N)c1nc2ccccc2nc1N1CCCC1 (stereo unspecified) | -2.9 | -6.5
O=C(NCc1ccccn1)c1ccc(Br)s1 | 0.9 | 1.0
CC1CN(Cc2nc3c(c(=O)n(C)c(=O)n3C)n2Cc2ccccc2)CC(C)O1 (stereo unspecified) | -14.6 | 4.4
COC(=O)CCN(C(=O)c1ccc(OC(C)=O)cc1)c1ccccn1 | nt | 3.6
CCCC1c2ccc(C)n2CCN1C(=O)Nc1ccc(F)cc1 (stereo unspecified) | -12.1 | 8.8
CCn1c(CC(=O)Nc2cccc(OC)c2)nnc1SCC(=O)N1CCN(c2ccccc2)CC1 | 3.3 | 17.2
Clc1ccc(CSc2nncn2-c2ccccn2)cc1 | -14.0 | 13.5
Cc1cccc(C)c1OCCSc1n[nH]c(N)n1 | nt | -8.2
Cc1ccccc1NC(=S)NCCc1ccccn1 | nt | 2.3
O=C(OC(C(=O)NCC1CCCO1)c1ccccn1)c1cccs1 (stereo unspecified) | -16.4 | 8.7
CCOc1ccc(S(=O)(=O)n2cc(-c3ccc(F)cc3)c(N)n2)cc1 | nt | -5.3
CCn1c(SCC(=O)C(C)(C)C)nnc1-c1ccccc1OC | 4.1 | -7.9
CCOCCCN1C(=O)C(O)=C(C(C)=O)C1c1cccs1 (stereo unspecified) | nt | -0.2
CC1SC(=NC(=O)C(C)N2C(=O)c3ccccc3C2=O)NC1=O (stereo unspecified) | nt | 5.5
COc1cc(S(=O)(=O)N2CCOCC2)ccc1NC(=O)COC(=O)c1ccccn1 | -7.3 | 6.7
CC(=O)Nc1cccc(-c2nnc(SCC(=O)n3c4c(c5ccccc53)CCCC4)n2C)c1 | nt | 7.3
COC(=O)c1c(-c2cccc(C)c2)csc1N | 1.6 | 2.4
CCOC(=O)N1CCN(c2cc(=O)n(-c3ccccc3Cl)c(=O)[nH]2)CC1 | -7.7 | 1.1
CCC1(C)Cc2nc3sc(C(=O)O)c(N)c3cc2CO1 (stereo unspecified) | 8.7 | -13.5
COC(=O)C1=C(C)N(c2ccc(Cl)c(Cl)c2)C(=O)C1 | -0.1 | -12.0
CC(C)c1nnc(NC(=O)CSc2ncn[nH]2)s1 | -0.8 | 11.2
COc1ccc(Nc2nc(C(C)(C)C)nc3c2nnn3Cc2ccccc2Cl)cc1OC | nt | -16.8
Cc1ccc2cccc(NC(=O)c3ccc(Br)o3)c2n1 | -10.4 | -1.8
O=c1cc(-c2ccccc2)[nH]c2cc(Cl)ccc12 | nt | 6.1
COc1ccccc1-c1nn2c(-c3ccc(C(C)(C)C)cc3)nnc2s1 | 7.7 | nt
N#Cc1ccccc1Cn1c(=O)n(CCCC(=O)NCc2ccc3c(c2)OCO3)c(=O)c2ccccc21 | 18.5 | nt
Cc1cc(C(=O)COc2cccc3cccnc23)c(C)n1C | -42.0 | -10.8
CCC(=O)Nc1ccc(-c2nnc(SCC(=O)N3CCCCC3)n2C)cc1 | nt | -7.8
O=C(Nc1ccc2c(c1)OCO2)c1cnn2c1NC(c1ccco1)CC2C(F)(F)F (stereo unspecified) | 8.6 | -9.9
O=C(CCC1N=C2c3ccccc3N=C(SCc3ccc(Cl)cc3)N2C1=O)NCc1ccco1 (stereo unspecified) | -9.0 | 9.1

(list continues)
Structure | RT RNaseH block | RmlC RmlD mix
Cc1ccc(-c2nnn(CC(=O)N(Cc3cccs3)C(C(=O)NC3CCCCC3)c3ccco3)n2)o1 (stereo unspecified) | nt | -8.7
COc1ccc(N(Cc2cc3ccc(C)cc3[nH]c2=O)C(C)=O)cc1 | 4.0 | 4.8
Cc1ccc(-c2cn3cccnc3n2)cc1NC(=O)c1c(-c2ccccc2Cl)noc1C | -14.4 | nt
CCOC(=O)C1CCN(CC(O)COc2ccc(C(C)(C)C)cc2)CC1 (stereo unspecified) | 10.0 | -1.6
Cn1c(SCC(=O)N2CCCC2)nnc1-c1ccc(S(=O)(=O)N2CCCC2)cc1 | nt | -170.3
CCCCOC(=O)C1C2C=C[C@]3(CN(CCCOC)C(=O)[C@H]13)O2 (stereo partly specified) | -18.4 | 1.8
O=S(=O)(c1ccc(Oc2ccc(Br)cc2)cc1)N1CCOCC1 | -39.8 | -11.1
